Screens (PubChem BioAssay)
Giardia kill: Giardia lamblia killing. Giardia lamblia trophozoite viability. activity change, % at 7.66 µM, hits read low. actives 0.15% (n = 340,000); in the data active = activity change below about -80%; inconclusive = between about -30% and that limit;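 also: parasites exposed to compound for two days anaerobically before the ATP read; % is scaled to controls: 0 for no effect and ±100 for the full control effect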
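Killing of trophozoites was scored by loss of ATP luminescence after a 48 hrs anaerobic exposure to compounds at 37 deg C, using 100 cells per well.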
FBPA coupling cs: inhibits coupling enzyme system, counter-screen for aldolase hits; coupling enzyme system counterscreen, AmpLite Red fluorescence; activity change, negative = inhibition, % at 58.2 µM, hits read low; actives 0.67% (n = 290,000); AID 2472; in the data active = activity change below about -30%; also: % is scaled to controls: 0 for no effect and ±100 for the full control effect
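Fluorescence at 525 nm excitation and 598 nm emission measured inhibition of the coupled detection system without aldolase. Compounds (at 57.5 uM final) were preincubated 10 min at room temperature with coupling enzyme reagent before a 20 min substrate/AmpLite Red step.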
Rab9 prom act: activates the Rab9 promoter. Huh7 Rab9 promoter-luciferase reporter, luminescence, 24 h. Potency, µM (top dose mostly 9.22 µM), inactives show top-dose activation, negative = inhibition, hits mostly activators. AID 485297. actives 2.8% (n = 320,000); also: potency is read from the fitted curve at half-maximal effect; % of control where 0% means no effect; nearly all actives have a fitted effect of over 60% in size
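Luminescence read-out: Huh7 cells stably expressing Rab9-luciferase, treated 24 h with compound at 37 °C, then lysed with luciferase reagent for 10 min at ambient before reading.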
uPA surface inh: blocks generation of uPA at the cell surface; cell surface uPA generation assay, qHTS; Potency, µM (series often up to 38.3 µM), without a hit: top-dose activity change, negative = inhibition, hits mostly inhibitors; actives 0.31% (n = 330,000); AID 540303; active = well fitted inhibition curve with a large enough effect; inconclusive = small, poorly fitted or top-dose-only effect; inactive = no such curve, though single readings can be large or run the other way; tested in mouse RAW 264.7 cells; also: potency is read from the fitted curve at half-maximal effect; % is scaled to controls: 0 for no effect and ±100 for the full control effect; nearly all actives have a fitted effect of over 55% in size
ELG1 genotox: induces genotoxicity in HEK293T cells with luciferase-tagged ELG1 | HEK293T ELG1-luciferase reporter, luminescence, 16 h | Potency, µM (doses to about 46 µM), inactives show at the top dose activity change, positive = activation, most hits filed as activators | actives 1.3% (n = 330,000); also: potency is read from the fitted curve at half-maximal effect; % of control where 0% means no effect; nearly all actives have a fitted effect of over 60% in size
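16 hr compound incubation (37 °C, 5% CO2) of HEK293T cells carrying luciferase-tagged ELG1; luciferase then measured by ONE-Glo luminescence after 30 min at RT.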
FLuc modulator: counter-screen for miR-21 project: firefly luciferase inhibitors or activators | AID 588342 | actives 6.9% (n = 360,000) | purified FLuc, Km substrates, luminescence inhibition | Potency, µM (titrated, usually from 57.5 µM), inactives show top-dose activity change, negative = inhibition, most hits filed as inhibitors;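 also: potency is read from the fitted curve at half-maximal effect; plate controls were vehicle for no effect and reference inhibitor for full effect; nearly all actives have a fitted effect of over 55% in size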
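Biochemical qHTS of compounds, final roughly 60 µM downward over six points, against 10 nM purified firefly luciferase using Km concentrations of substrates (10 uM D-luciferin, 10 uM ATP) in Tris acetate pH 7.5 buffer; luminescence output.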
NPC1 prom act: activates the NPC1 promoter; actives 2.4% (n = 320,000); Huh7 NPC1 promoter luciferase reporter, 24 h; Potency, µM (top dose mostly 9.22 µM), without a hit: at the top dose activation, hits mostly activators;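 also: potency is read from the fitted curve at half-maximal effect; % of control where 0% means no effect; nearly all actives have a fitted effect of over 60% in size; reporter is driven by a mutant NPC1 promoter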
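Huh7 cells stably carrying NPC1 promoter–luciferase, plated in Opti-MEM with 10% FBS for 2 h, were exposed to compound in DMSO for 24 h at 37 °C; luciferase reagent was added for 10 min and luminescence read.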
KCNH2 3.1 inh: blocks the human KCNH2 3.1 channel isoform; actives 0.95% (n = 340,000); AID 720553; activity change, % (tested at about 1.8 µM); U2OS KCNH2 3.1, thallium flux FluxOr; stronger effect = lower value;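 active = maximum activity change below -70%; inconclusive = maximum activity change from -70% to -50%; inactive = maximum activity change above -50%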;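 also: thallium influx rate constant from kinetic fluorescence after stimulation buffer; % is scaled to controls: 0 for no effect and ±100 for the full control effect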
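Virally transduced U2OS (3.1 isoform, 4 h infection in dark at RT) → overnight 37 C → FluxOr + Red40 in HBSS/HEPES, 45 min → stimulation buffer, 2 min kinetic read → rate constant vs DMSO controls.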
RORg inh: inhibitors of mouse ROR gamma transcriptional activity. P51450. Drosophila S2 Gal4-RORgamma UAS-luciferase reporter, 20 h. Potency, µM (doses to about 53.6 µM), for the others: at the top dose activity change, negative = inhibition, actives largely listed as inhibitors. actives 5.4% (n = 310,000). AID 2551; also: potency is read from the fitted curve at half-maximal effect; % is scaled to controls: 0 for no effect and ±100 for the full control effect; nearly all actives have a fitted effect of over 60% in size
Target sequence (P51450 whole entry, looked up, the tested form may be a part): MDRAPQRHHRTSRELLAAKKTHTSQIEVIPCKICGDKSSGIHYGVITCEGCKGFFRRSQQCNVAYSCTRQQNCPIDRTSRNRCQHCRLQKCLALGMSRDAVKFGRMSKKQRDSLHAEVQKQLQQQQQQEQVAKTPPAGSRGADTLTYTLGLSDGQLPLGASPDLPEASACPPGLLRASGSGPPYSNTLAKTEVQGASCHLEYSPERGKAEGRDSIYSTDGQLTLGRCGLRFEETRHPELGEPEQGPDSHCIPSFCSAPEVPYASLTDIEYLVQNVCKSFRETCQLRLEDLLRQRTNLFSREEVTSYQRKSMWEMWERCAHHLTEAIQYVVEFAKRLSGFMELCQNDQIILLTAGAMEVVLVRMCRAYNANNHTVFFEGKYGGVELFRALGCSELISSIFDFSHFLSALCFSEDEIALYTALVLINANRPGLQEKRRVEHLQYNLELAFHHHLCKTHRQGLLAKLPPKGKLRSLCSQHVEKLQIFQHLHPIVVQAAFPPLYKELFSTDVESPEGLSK
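Schneider cells (Drosophila), stable Gal4 DBD–ROR gamma + UAS-luc; 1 hr cmpd preincubation; Cu2+ induction 700 uM final; 20 hr ambient; luminescence.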
Gal4-VP16 FLuc: Gal4-VP16 reporter inhibition counter-screen; Drosophila S2 Gal4-VP16 UAS-luciferase, luminescence, 20 h; Potency, µM (titrated, usually from 53.6 µM), for the others: at the highest dose activity, negative = inhibition, usual class: inhibitors; actives 3.5% (n = 310,000); AID 2546;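 also: Gal4-VP16 expression switched on by copper sulfate through the metallothionein promoter; potency is read from the fitted curve at half-maximal effect; % is scaled to controls: 0 for no effect and ±100 for the full control effect; nearly all actives have a fitted effect of over 50% in size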
Tb PFK block: T. brucei PFK enzyme inhibition; Potency, µM (top dose mostly 57.5 µM), without a hit: at the highest dose activity, negative = inhibition, hits mostly inhibitors; T. brucei PFK, ADP-Glo luminescence; O15648; actives 0.17% (n = 330,000);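 also: potency is read from the fitted curve at half-maximal effect; 0% = uninhibited 1x PFK enzyme wells and -100% = no-enzyme wells; nearly all actives have a fitted effect of over 60% in size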
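PFK 1.25 nM, F6P 0.5 mM, ATP 0.1 mM, 0.1 M TEA pH 8.0, 5 mM MgCl2, 0.01% Tween20, 0.1% BSA; 45 min RT. ADP-Glo readout. qHTS titration up to 57 uM; curves fitted, compounds curve-classed.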
The depositor's hits bear a star; ? = inconclusive; . = not tested or not shown; [ ] = another dose, or the depositor's remark. Unless noted, calls follow the shape of the dose curve; as a rule, active = well fitted curve in the direction sought with a large enough effect; inconclusive = small, poorly fitted or top-dose-only effect, or another doubt; inactive = no such curve, though single readings can be large; an effect the other way counts as inactive or inconclusive. Compounds were not picked by outcome, and some 14% of all compounds hit somewhere here.

#1 COc1ccccc1C(=O)Nc1cc(-c2ccc(C)cc2)no1
#2 CC(C)C[C@H](NC(=O)c1nc[nH]c1C(=O)N[C@@H](CCCCNC(=O)OC(C)(C)C)C(=O)OC(C)(C)C)C(=O)OCc1ccccc1
#3 Cc1ccc2c(c1)C(=O)CC1(CCC(C(C)(C)C)CC1)O2 (stereo not given)
#4 CN(C)C(=O)NC(O)C(Cl)Cl (stereo not given)
#5 Cc1cc(C)nc(-n2nc(C)cc2Nc2ccccc2)n1

Assay by compound,1,2,3,4,5
Giardia kill,37[activator],15,12,.,-17
FBPA coupling cs,-1,-11,-2,0,8
Rab9 prom act,?,-6%,-11%,-4%,-3%
uPA surface inh,-3%,?,15%,.,0%
ELG1 genotox,?,-9%,0%,5%,-7%
FLuc modulator,6µM*,0%,-2%,3%,3%
NPC1 prom act,?,-10%,-6%,-1%,-2%
KCNH2 3.1 inh,-4,-10,3,.,.
RORg inh,19%,7.1µM*,-16%,-6%,0.11µM*
Gal4-VP16 FLuc,29%,?,3%,-4%,0.22µM*
Tb PFK block,13%,-4%,4%,2%,0%

#6 Cc1cc(=O)oc(C)c1C(=O)OCC(=O)c1ccc(Br)cc1
#7 O=[N+]([O-])c1ccccc1S(=O)(=O)N1CCCc2ccccc21
#8 COc1ccc(NS(=O)(=O)c2ccc(-n3nnc4ccccc43)c([N+](=O)[O-])c2)cc1
#9 COc1ccc(Cc2nc3ccc(C(=O)N(C)CC4COCCO4)cc3o2)cc1 (stereo not given)
#10 CCn1c(=O)c2c(nc3n2CCS3)n(C)c1=O

Assay by compound,6,7,8,9,10
Giardia kill,-1,-21,-22,2,21
FBPA coupling cs,3,-4,4,1,1
Rab9 prom act,12%,6%,19%,28%,7%
uPA surface inh,3%,-14%,-3%,-7%,0%
ELG1 genotox,-1%,3%,-6%,?,-1%
FLuc modulator,9.5µM*,-16%,-9%,?,5%
NPC1 prom act,1%,0%,0%,26%,1%
KCNH2 3.1 inh,-6,-3,-5,-2,-28
RORg inh,?,37%[1.91 µM],0%,31%,14%
Gal4-VP16 FLuc,-13%,-15%,5%,17%,-3%
Tb PFK block,-2%,3%,0%,1%,-2%

Sorted by number of heavy atoms (lowest first): some entries from above.
#4 CN(C)C(=O)NC(O)C(Cl)Cl (stereo not given)
#10 CCn1c(=O)c2c(nc3n2CCS3)n(C)c1=O
#6 Cc1cc(=O)oc(C)c1C(=O)OCC(=O)c1ccc(Br)cc1
#8 COc1ccc(NS(=O)(=O)c2ccc(-n3nnc4ccccc43)c([N+](=O)[O-])c2)cc1

Assay by compound,4,10,6,8
Giardia kill,.,21,-1,-22
FBPA coupling cs,0,1,3,4
Rab9 prom act,-4%,7%,12%,19%
uPA surface inh,.,0%,3%,-3%
ELG1 genotox,5%,-1%,-1%,-6%
FLuc modulator,3%,5%,9.5µM*,-9%
NPC1 prom act,-1%,1%,1%,0%
KCNH2 3.1 inh,.,-28,-6,-5
RORg inh,-6%,14%,?,0%
Gal4-VP16 FLuc,-4%,-3%,-13%,5%
Tb PFK block,2%,-2%,-2%,0%

Remaining list, next part:
#11 CCCC(C(=O)NC(C)(C)C)N(CCN1CCOCC1)C(=O)CNS(=O)(=O)c1ccccc1 (stereo not given)
#12 Cc1[nH]c(=O)[nH]c(=O)c1N(C)C
#13 CCN(C(=O)COC(=O)c1cc(S(=O)(=O)N2CCOCC2)ccc1F)C1CCS(=O)(=O)C1 (stereo not given)
#14 Cc1ccc(/C=N/NC(=O)CSc2nc3ccccc3c(=O)n2-c2ccccc2C)s1
#15 COC(=O)C1=NN(C(=O)c2cccc(Cl)c2)C(O)(C(C)(C)C)C1 (stereo not given)

Assay by compound,11,12,13,14,15
Giardia kill,17,19,3,10,2
FBPA coupling cs,1,2,.,-4,4
Rab9 prom act,-6%,-1%,0%,-2%,-1%
uPA surface inh,5%,-2%,9%,-6%,1%
ELG1 genotox,1%,0%,-8%,-1%,2%
FLuc modulator,2%,-1%,1%,-1%,?
NPC1 prom act,3%,-1%,3%,-1%,-1%
KCNH2 3.1 inh,1,-2,1,-11,12
RORg inh,-42%,-21%,.,?,5µM*
Gal4-VP16 FLuc,-15%,2%,.,?,?
Tb PFK block,-2%,-1%,0%,0%,-4%

#16 O=C(NCCc1nccs1)C1CCC(=O)N(Cc2cccc(C(F)(F)F)c2)C1 (stereo not given)
#17 Cc1ccc(S(=O)(=O)CCC(=O)OCC(=O)c2cc(C)ccc2C)cc1
#18 O=S1(=O)NC(=NCCOCCO)c2ccccc21
#19 O=C(C1CCC1)N1CCc2cc(S(=O)(=O)Nc3ccc4c(c3)OCCO4)ccc21
#20 CC(=O)c1ccc(NC(=S)N2CCN(C(=S)Nc3ccc(C(C)=O)cc3)C(C)C2)cc1 (stereo not given)
#21 Cc1cc(C(=O)N2CCc3ccccc32)c2ccccc2n1
#22 CC(C)COC(=O)c1ccccc1OC(=O)c1ccncc1

Assay by compound,16,17,18,19,20,21,22
Giardia kill,-13,-14,-5,9,2,12,-5
FBPA coupling cs,0,.,3,-1,-5,0,1
Rab9 prom act,2%,-5%,-2%,-6%,-2%,9%,2%
uPA surface inh,2%,0%,-1%,-3%,-6%,-3%,2%
ELG1 genotox,0%,-9%,1%,-5%,-2%,1%,-1%
FLuc modulator,4%,0%,-1%,1%,-2%,13%,-3%
NPC1 prom act,-4%,1%,-7%,-17%,-3%,-4%,0%
KCNH2 3.1 inh,12,-13,23,14,-11,2,22
RORg inh,1%,.,-12%,?,11%,?,3%
Gal4-VP16 FLuc,-6%,.,3%,20µM*,2%,-5%,1%
Tb PFK block,-5%,8%,-1%,-1%,-4%,4%,0%
